Screening data from PubChem.
OTUD3 inh: inhibitors of human OTUD3 deubiquitinase. Q5T2D3. 47,000 tested, 0.7% active. AID 1645858. purified OTUD3, Ub-rhodamine fluorescence, 2 h. inhibition, % at 25 µM
USP8 block: inhibitors of human USP8 deubiquitinase | inhibition, % at 20 µM | 47,000 tested, 4.2% active | P40818 | AID 1645853 | purified USP8, Ub-rhodamine cleavage fluorescence, 30 min
USP10 block: blocks human USP10 ubiquitin-rhodamine cleavage; inhibition, % at 20 µM; Q14694; purified USP10, Ub-rhodamine fluorescence, 60 min; AID 1645856; 47,000 tested, 1.1% active
USP17 block: human USP17-like deubiquitinase inhibition. A8MUK1. purified USP17, Ub-rhodamine cleavage fluorescence, 3 h. inhibition, % at 50 µM. 47,000 tested, 6.5% active. AID 1645855
USP7 inh: human USP7 deubiquitinase inhibition | Q93009 | inhibition, % at 20 µM | 47,000 tested, 0.3% active | purified USP7, Ub-rhodamine cleavage fluorescence
USP28 block: blocks human USP28 ubiquitin-rhodamine cleavage | purified USP28, Ub-rhodamine cleavage fluorescence, 30 min | inhibition, % at 25 µM | 47,000 tested, 3% active
Target sequence (Q96RU2 whole entry, looked up): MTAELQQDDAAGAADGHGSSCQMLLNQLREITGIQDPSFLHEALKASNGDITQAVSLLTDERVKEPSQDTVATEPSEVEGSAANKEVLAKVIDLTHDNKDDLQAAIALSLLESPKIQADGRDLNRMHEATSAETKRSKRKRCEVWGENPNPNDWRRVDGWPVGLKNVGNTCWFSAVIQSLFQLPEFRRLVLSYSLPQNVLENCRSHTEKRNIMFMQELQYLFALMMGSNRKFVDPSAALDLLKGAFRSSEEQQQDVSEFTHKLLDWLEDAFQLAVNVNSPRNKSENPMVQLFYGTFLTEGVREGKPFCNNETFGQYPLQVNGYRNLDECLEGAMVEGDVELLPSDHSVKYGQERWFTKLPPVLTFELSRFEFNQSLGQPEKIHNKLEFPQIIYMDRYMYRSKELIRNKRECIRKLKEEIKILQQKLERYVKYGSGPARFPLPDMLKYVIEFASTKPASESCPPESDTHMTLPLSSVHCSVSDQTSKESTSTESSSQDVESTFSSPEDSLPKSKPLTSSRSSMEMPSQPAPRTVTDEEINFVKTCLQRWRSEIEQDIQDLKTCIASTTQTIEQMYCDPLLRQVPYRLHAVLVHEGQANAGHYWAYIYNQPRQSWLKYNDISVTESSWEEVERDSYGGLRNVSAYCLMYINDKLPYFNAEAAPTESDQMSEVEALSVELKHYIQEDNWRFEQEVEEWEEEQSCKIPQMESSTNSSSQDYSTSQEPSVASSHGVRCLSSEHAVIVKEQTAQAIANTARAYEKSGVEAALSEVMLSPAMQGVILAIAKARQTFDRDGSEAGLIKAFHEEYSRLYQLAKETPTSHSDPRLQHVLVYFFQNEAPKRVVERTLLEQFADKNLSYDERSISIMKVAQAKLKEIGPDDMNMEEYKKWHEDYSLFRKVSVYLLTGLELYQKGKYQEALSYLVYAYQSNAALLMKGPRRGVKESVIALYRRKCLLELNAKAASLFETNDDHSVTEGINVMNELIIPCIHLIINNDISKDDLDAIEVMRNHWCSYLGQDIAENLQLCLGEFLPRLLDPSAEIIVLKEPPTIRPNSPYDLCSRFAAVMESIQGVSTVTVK
UCHL1 block: human UCHL1 deubiquitinase inhibition; P09936; purified UCHL1, Ub-rhodamine cleavage fluorescence; inhibition, % at 20 µM; 47,000 tested, 0.2% active
USP30 inh: human USP30 deubiquitinase inhibition. Q70CQ3. purified USP30, Ub-rhodamine cleavage fluorescence. inhibition, % at 25 µM. 47,000 tested, 5.3% active. AID 1645860
* marks the source's active call; other numbers are inactive results; i = inactive; . = no result given. No stated cut-off is given here; in the data, active means inhibition above about 30%; inactive means the rest.

No.	canonical_smiles	OTUD3 inh	USP8 block	USP10 block	USP17 block	USP7 inh	USP28 block	UCHL1 block	USP30 inh
1	O=C(NCc1ccc2c(c1)OCO2)c1ccc(-c2ccc(N3CCCC3)nn2)cc1	-2	16	22	3	6	15	1	0
2	CNC(=O)c1sc2nccnc2c1C1CCN(C(=O)c2ccccc2)CC1	-2	6	2	-4	4	-3	0	3
3	Cn1nccc1C(=O)N1CC(C(=O)NC2CCCC2)C2(CCOCC2)C1 (stereo not drawn)	-6	-10	0	-9	0	-5	-2	-11
4	O=C(Nc1ccccc1F)C1CCCN(S(=O)(=O)Cc2ccc(F)cc2)C1 (stereo not drawn)	-1	-8	3	-2	-2	-9	0	-5
5	Cc1cc(C)cc(N(CCC(=O)Nc2ccc(N3CCOCC3)cc2)S(=O)(=O)c2ccc(Cl)cc2)c1	35*	32*	10	32*	9	13	4	41*
6	Cc1nnc(-c2cn(CC(=O)NCc3ccccc3)c3ccccc23)o1	6	5	2	13	0	-2	1	22
7	COc1ccc(NC(=O)CN2CCCCCC2)c(OC)c1	0	-14	-2	-1	0	-2	2	1
8	Cc1noc(C)c1CCC(=O)N1CCCC(c2ccc3cn[nH]c3n2)C1 (stereo not drawn)	13	12	-1	1	3	10	0	8
9	Cc1ncsc1C(=O)N1CCC2(CC1)CO[C@H]([C@@]1(C)CC[C@@H](C(C)(C)O)O1)C2	-7	-5	0	-8	1	-1	-2	-17
10	O=C(NC1CCCCC1)C(c1ccc(F)cc1)N(Cc1ccc2c(c1)OCO2)C(=O)C1CCN(S(=O)(=O)c2ccc3c(c2)OCCO3)CC1 (stereo not drawn)	6	21	8	7	11	9	5	23
11	CC(=O)N(C)CCc1noc(-c2[nH]c3ccc(C)cc3c2C)n1	-7	0	-3	-6	-11	0	3	-19
12	O=C(c1ccn[nH]1)N1CCC(c2nc3ccccc3cc2C(=O)N2CCCC2)CC1	-7	10	2	0	-1	-2	0	6

An excerpt of these results, as labelled records:
#5 Cc1cc(C)cc(N(CCC(=O)Nc2ccc(N3CCOCC3)cc2)S(=O)(=O)c2ccc(Cl)cc2)c1
  OTUD3 inh: 35*
  USP8 block: 32*
  USP10 block: 10
  USP17 block: 32*
  USP7 inh: 9
  USP28 block: 13
  UCHL1 block: 4
  USP30 inh: 41*
#2 CNC(=O)c1sc2nccnc2c1C1CCN(C(=O)c2ccccc2)CC1
  OTUD3 inh: -2
  USP8 block: 6
  USP10 block: 2
  USP17 block: -4
  USP7 inh: 4
  USP28 block: -3
  UCHL1 block: 0
  USP30 inh: 3
#12 O=C(c1ccn[nH]1)N1CCC(c2nc3ccccc3cc2C(=O)N2CCCC2)CC1
  OTUD3 inh: -7
  USP8 block: 10
  USP10 block: 2
  USP17 block: 0
  USP7 inh: -1
  USP28 block: -2
  UCHL1 block: 0
  USP30 inh: 6

The list goes on.
No.	canonical_smiles	OTUD3 inh	USP8 block	USP10 block	USP17 block	USP7 inh	USP28 block	UCHL1 block	USP30 inh
13	Cc1nc(NC2CC2)sc1C(=O)NCCCc1ccccc1	2	2	6	22	0	-8	0	9
14	CNc1nccnc1C1CN(S(=O)(=O)c2ccccc2)CCO1 (stereo not drawn)	-4	4	1	-5	0	-8	0	6
15	CN1CCCC(OC(=O)c2ccc(C#N)cc2)C1 (stereo not drawn)	1	7	2	-9	2	-2	0	0
16	CCc1ccc(NC(=O)CN2CCCC(c3nc4ccccc4[nH]3)C2)cc1 (stereo not drawn)	-21	8	-13	-16	-6	-16	-2	-49
17	Cc1ccc2nc(N3CCc4ccccc4C3)c3nncn3c2c1	21	45*	-7	59*	3	34*	-2	27
18	CN1CCN(C(=O)c2cn3ccnc(-c4ccccc4)c3n2)CC1	-1	-4	0	0	1	-5	-3	-2
19	Cc1ccc(-c2c(C(=O)Nc3ccc4nn(-c5ccccc5)nc4c3)oc(=O)c3ccccc23)cc1	1	-6	2	15	6	.	2	.
20	CCOC(=O)C(Cc1ccccc1)NC(=O)c1oc(=O)c2ccccc2c1-c1ccccc1 (stereo not drawn)	14	1	8	5	5	9	4	8
21	CC(=O)O[C@H]1C(=O)/C=C/C(=O)[C@@]23C(=O)N[C@@H](Cc4c[nH]c5ccccc45)[C@@H]2[C@H](C)[C@@]2(C)O[C@H]2[C@@H]3/C=C/C[C@H](C)/C=C/1C	-12	-20	-8	5	0	-14	0	-50
22	O=C(NC(c1ccc(Cl)cc1)C1CC1)c1ccc(-n2cccn2)cc1 (stereo not drawn)	-10	-3	-1	28	0	0	-2	-22
23	Cc1cc(S(N)(=O)=O)cc(NC(=O)c2cccc(N3CCCC3=O)c2)c1C	-4	0	-3	-8	-2	-8	-5	-16
24	Cc1ccc(NS(=O)(=O)c2ccc3c(c2)NC(=O)C(C)CS3)cc1N(C)C (stereo not drawn)	-5	-61	0	.	3	3	2	-42

In a second layout: results already given.
[3] Cn1nccc1C(=O)N1CC(C(=O)NC2CCCC2)C2(CCOCC2)C1 (stereo not drawn)
[4] O=C(Nc1ccccc1F)C1CCCN(S(=O)(=O)Cc2ccc(F)cc2)C1 (stereo not drawn)
[5] Cc1cc(C)cc(N(CCC(=O)Nc2ccc(N3CCOCC3)cc2)S(=O)(=O)c2ccc(Cl)cc2)c1
[6] Cc1nnc(-c2cn(CC(=O)NCc3ccccc3)c3ccccc23)o1

| compound no. | 3 | 4 | 5 | 6 |
| --- | --- | --- | --- | --- |
| OTUD3 inh | -6 | -1 | 35* | 6 |
| USP8 block | -10 | -8 | 32* | 5 |
| USP10 block | 0 | 3 | 10 | 2 |
| USP17 block | -9 | -2 | 32* | 13 |
| USP7 inh | 0 | -2 | 9 | 0 |
| USP28 block | -5 | -9 | 13 | -2 |
| UCHL1 block | -2 | 0 | 4 | 1 |
| USP30 inh | -11 | -5 | 41* | 22 |

New compounds follow
No.	canonical_smiles	OTUD3 inh	USP8 block	USP10 block	USP17 block	USP7 inh	USP28 block	UCHL1 block	USP30 inh
25	Cc1cc(S(=O)(=O)NCCn2cnc3ccccc32)ccc1F	-6	-36	-1	-23	0	-6	-2	-18
26	CNc1nc2c(c(=O)n1-c1ccccc1)CN(C(=O)c1ccc3ccccc3c1)CC2	6	7	0	1	2	1	2	20
27	Cc1sc2nc(CNc3ccc(Br)cc3)[nH]c(=O)c2c1-c1ccccc1	-46	-27	-7	-63	-15	14	-21	-278
28	COc1ccc(CN(C)c2ccc(S(=O)(=O)Nc3ccccn3)cn2)cc1	0	9	3	6	1	7	1	8
29	CC(Nc1ccccc1N1CCOCC1)C(=O)Nc1cc(C(F)(F)F)ccc1N1CCOCC1 (stereo not drawn)	5	16	3	9	8	3	9	8
30	CC1(O)C[C@@H](C(N)=O)N=C1c1ncccc1O (stereo partly drawn)	7	13	-4	-15	5	-3	2	-12
31	Cc1ccc2nc(CCc3ccc(NS(=O)(=O)c4ccc(F)c(F)c4)cc3)[nH]c2c1	-8	9	9	1	-18	31*	11	3
32	COc1ccc(-c2nnc(N3CCC(C(=O)N4CCCCC4)CC3)o2)cc1	1	1	2	0	-1	-3	0	5
33	Cc1cn(C)c(C2CN(C(=O)CCn3nnc4ccccc43)CCO2)n1 (stereo not drawn)	-4	-10	-3	0	1	-12	-2	-18
34	c1ccc(-c2cc3n(c2)CCc2cc4c(cc2-3)OCO4)cc1	-64	21	-3	-59	-12	-34	-13	-390
35	O=C(C1CC1)N1CCCC(c2ccnc(Nc3ccc(F)cc3)n2)C1 (stereo not drawn)	-5	-1	0	-4	-2	-3	0	-2
36	CCOc1ccc(C(=O)NCC(=O)N2CCN(c3ccccn3)CC2)cc1	14	20	2	4	0	11	3	5
37	O=C(Nc1ccccc1)c1ccc2c(c1)CC(c1ccccc1)OC2=O (stereo not drawn)	13	32*	7	74*	4	5	-1	17
38	COc1ccccc1NC(=O)Cn1cc(C(=O)c2ccc(C)cc2)c(=O)c2cc(Cl)ccc21	12	2	31*	61*	8	2	-1	25
39	COCC(=O)N1CCN2C[C@H]1C(=O)NC[C@H]1O[C@@H](CC(=O)N[C@H]3C[C@@H](C2=O)N(Cc2ccc(OC(F)(F)F)cc2)C3)[C@H](O)[C@@H]1O	-141	-39	-17	-115	-56	-208	-6	i
40	CCCCC(=O)Nc1ccc(C(=O)OCc2cc(=O)n3cc(C)sc3n2)cc1	13	8	7	5	2	8	0	11
41	Cc1cnc(C(=O)N2CCc3ncc(Cl)cc3C2)cn1	-2	4	-4	0	-2	-4	0	-7
42	COc1ccc(-c2csc3nc(C)nc(NCC4CCCO4)c23)cc1OC (stereo not drawn)	-7	1	-3	-10	-2	-7	1	-17
43	C/C=C(\C)C(=O)O[C@H]1C=CC(=O)O[C@H]1/C=C/[C@H](O)[C@H](C)O	-2	0	-3	-6	0	-12	-3	-1
44	Cc1nc2cc(C(=O)OCC(=O)Nc3ccc(C#N)cc3)ccc2n1-c1ccccc1	-5	-11	-10	12	-4	16	-3	26
45	O=C(CCC1=NS(=O)(=O)c2ccccc2N1)NCc1ccc(F)cc1	-4	-7	-2	-13	-1	-6	-1	-2
46	O=[N+]([O-])c1cc(S(=O)(=O)Nc2ccccc2)ccc1NCC1COc2ccccc2O1 (stereo not drawn)	9	10	19	2	7	14	9	9
47	CC1CCCN(C(=O)c2nnn(-c3ccc(C(F)(F)F)cc3)n2)C1 (stereo not drawn)	9	0	2	13	5	4	3	14
48	Cc1ccc(NC(=O)CSc2ncnc3nc[nH]c23)c(Cl)c1	-1	0	2	-5	-2	1	-5	8
49	CC(C)N1Cc2ccccc2CN2C[C@@H](NC(=O)NC3CCOCC3)C[C@H]2C1	1	14	-7	0	0	-1	0	-21
50	O=C(CCc1ccccc1)N1CCC[C@@H](Cn2nnc(-c3cccnc3)n2)C1	0	-8	-1	-5	-2	1	-2	7
51	COc1ccccc1-c1cc2n(n1)CCN(Cc1ccc3c(c1)OCO3)C2	1	5	2	-2	-13	5	5	8
52	O=C(Nc1ccc(S(=O)(=O)N2CCCC2)cc1)C1Cc2ccccc2CN1C(=O)c1ccccc1 (stereo not drawn)	-13	12	5	11	-4	0	0	-19
53	COc1ccccc1-c1nc(-c2nnn(-c3ccc(C)cc3)c2C)no1	12	11	7	7	-3	11	4	0
54	O=C(NCC1CCCO1)c1c(O)c2cccc3c2n(c1=O)CC3 (stereo not drawn)	-13	1	-4	1	-1	-3	0	-4
55	O=C(Nc1ccc(F)c(Cl)c1)c1c2c(nc3ccccc13)CCN(Cc1ccccc1)C2	-149	2	-6	-161	-22	-183	-29	i
56	COc1cccc(O[C@@H]2C[C@@H](NC(=O)c3cncn3C)[C@H](N3CCCC3)[C@H]2O)c1	10	11	1	12	9	13	3	15
57	COc1ccc(NC(=O)Nc2cccc(-c3nnc(-c4ccccc4)o3)c2)cc1OC	19	14	5	20	16	18	7	51*
58	Cc1cc(C(=O)Nc2sc3c(c2C#N)CCN(Cc2ccccc2)C3)on1	-45	-60	-2	-48	-52	-56	-60	-250
59	Cc1ccc(S(=O)(=O)c2cnc3ccccc3c2N2CCCCCC2)cc1C	-2	5	4	2	3	9	7	-1
60	CN1c2ccccc2O[C@@H]2CC[C@@H](NC(=O)c3cnccn3)[C@@H](O)[C@@H]21	4	20	0	2	3	3	2	-8
61	CC1(C(=O)NCc2ccccc2)CCC(=O)N1CCc1ccc(Cl)cc1 (stereo not drawn)	-1	-6	0	-5	-16	2	1	0
62	CC(C)CCNC(=O)c1ccc2c(=O)nc3c(-c4ccccc4F)n[nH]n3c2c1	6	-6	3	8	6	7	0	3
63	COc1cccc(C(=O)N[C@@H]2CC[C@@H](Oc3cccc(F)c3)[C@H](O)[C@H]2O)c1	4	2	-2	-1	1	-1	2	-1
64	CC1(C(=O)NCc2ccccc2)CCCN(C(=O)NCc2ccco2)C1 (stereo not drawn)	6	10	1	8	2	3	1	11
65	O=C(Nc1ccc(F)cc1)N1CCCn2nnc(COCC3CC3)c2C1	11	9	1	16	-3	3	-1	18
66	Cc1noc(-c2ccc(NC(=O)C3CC(=O)N(Cc4ccccc4)C3)cc2)n1 (stereo not drawn)	-19	-15	-5	-11	-4	-12	-4	-54
67	Cc1cc(C)nc(NC(=O)c2c[nH]c3ccc(F)cc3c2=O)n1	-118	-5	-6	-130	5	-116	1	-305
68	Cn1c(=O)n(C2CCCN(C(=O)c3ccoc3)C2)c2ncncc21 (stereo not drawn)	-1	-1	3	3	0	0	0	-5
69	CCOc1ccccc1NC(=O)Cn1nnc(C(=O)Nc2cc(C)cc(C)c2)c1N	1	16	7	.	0	-1	-3	23
70	CCc1ccccc1NC(=O)CN1C=NS(=O)(=O)c2ccccc21	11	2	-1	0	2	2	3	21
71	COc1ccc(-n2nc(C(=O)NCCc3ccccc3)cc2-c2cccnc2)cc1	-5	-2	4	-6	-1	24	0	9
72	O=C(NCC(=O)N1CCCCC1)c1cccc(-c2ccc(CC3CCCNC3=O)cc2)c1 (stereo not drawn)	10	3	-1	-2	0	3	0	18
73	Cc1cccc(C2c3[nH]c4ccccc4c3C[C@@H]3C(=O)N(CC4CCCO4)CC(=O)N23)c1 (stereo partly drawn)	-32	-33	-10	-31	-7	-39	-1	-152
74	O=C(NCCCc1ccccc1)C1CCCN(C(=O)c2cc(-c3cccnc3)n[nH]2)C1 (stereo not drawn)	-8	-6	0	.	-3	-9	-1	-28
75	CN1CC2CN(C(=O)c3ccccc3)CCN2Cc2ccccc21 (stereo not drawn)	-160	-203	-7	-142	-153	-220	-158	i
